GAA glycogen – qHTS Assay for Inhibitors and Activators of Human alpha-Glucosidase Cleavage of Glycogen; recombinant GAA, glycogen substrate, Amplex Red glucose oxidase fluorescence; Potency, µM (series often up to 76.4 µM), for inactives: at the top dose activity change, negative = inhibition, hits mostly inhibitors; 300,000 tested, 0.38% active; active = well fitted inhibition curve with a large enough effect; inconclusive = small, poorly fitted or top-dose-only effect, or another doubt; inactive = no such curve, though single readings can be large or run the other way;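 also: 0% = full enzyme reaction and -100% = no-enzyme basal signal; the screen sought inhibitors and activators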
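qHTS, 1536-well; enzyme 4 nM final; cpd up to 77 uM; substrate bovine liver glycogen 30 ug; 50 mM citrate/phosphate pH 5.0, 0.01% Tween-20; 37 C, 40 min; Amplex Red detection 45 min RT; Hill fit → AC50.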
Starred values were filed as active, the others as inactive; ? = inconclusive; [ ] = another dose, or the depositor's remark. Potency is read from the fitted curve at half-maximal effect.

SMILES	GAA glycogen
CC(C)(C)c1ccc(OCC(=O)NCC2(N3CCOCC3)CCCCC2)cc1	7.7%[76.3 µM]
CC(=O)c1cccc(NC(=O)CCc2nnc3ccc(NCc4ccco4)nn23)c1	6.0%[76.3 µM]
COc1cc2nc(NC(=O)c3ccccc3)sc(=O)c2cc1OC	-0.9%
COc1ccc(CNc2cccc3[nH]c(C(F)(F)F)nc23)cc1	?
COC(=O)CCC(=O)c1ccn(S(=O)(=O)c2ccccc2)c1	-0.1%
CSc1ccccc1NC(=O)c1cc2c(=O)n3ccccc3nc2s1	1.9%[76.3 µM]
CC(C)Nc1nc(-c2cccnc2)nc(-c2ccc(Cl)cc2)c1C#N	-1.2%
CCCn1nc(NC(=O)COC)c2cc3cccc(C)c3nc21	-4.5%
CN1CCN(S(=O)(=O)c2ccc(NC(=O)c3ccc(F)cc3Cl)cc2)CC1	0.1%[76.3 µM]
Fc1ccc(-[n+]2nc(Nc3ccccc3)sc2-c2c(Cl)cccc2Cl)cc1	15.5%[76.3 µM]
O=C(COc1ccc2c(c1)OCO2)Nc1nncs1	2.0%
N#Cc1c[nH]n2c(NC3CCCC3)c(-c3ccc(Br)cc3)nc12	-15.8%[76.3 µM]
COc1ccc(N2CC(C(=O)NCCS(=O)(=O)N3CCN(c4ccccc4)CC3)CC2=O)cc1 (configuration not stated)	-5.4%[76.3 µM]
C/C(=N/NC(=O)c1nnn(-c2nonc2N)c1-c1ccccc1)c1ccncc1	-3.1%
Cc1nnc(NC(=O)CSc2ccccc2N)s1	-1.8%[76.3 µM]
O=C(O)c1ccc(Cn2cnc3cccnc32)cc1	3.1%
CN1C(=O)C(C)(C)c2cc(S(=O)(=O)N3CCCC3C(=O)NCc3ccccc3Cl)ccc21 (configuration not stated)	-2.4%[76.3 µM]
O=C(O)CSCC(=O)N1CCN(c2ccnc3cc(Cl)ccc23)CC1	0.4%
O=C(OC1CCCCC1)c1cc2ccccc2oc1=O	-3.3%
CCOC(=O)N1CCN(CCC(=O)Nc2ccccc2)CC1	-13.3%[76.3 µM]
CCCCC(=O)Nc1c2c(nn1-c1cccc(C)c1C)CS(=O)(=O)C2	-2.3%
CCCCN1CC(c2nc3ccccc3n2CCCCOc2ccc(C)cc2C)CC1=O (configuration not stated)	-14.1%[76.3 µM]
C[C@@H](CN1C(=O)C(=O)NC[C@@H]1C)NC(=O)CC12CC3CC(CC(C3)C1)C2	13.1%[76.3 µM]
O=C(COc1ccc(S(=O)(=O)NCc2ccccc2)cc1Cl)NCc1ccccn1	-6.8%
COCCc1ncc(CN2CCC(C(=O)Nc3cccc(-c4cscn4)c3)CC2)cn1	2.8%[76.3 µM]
Cc1ccc(S(=O)(=O)NCC(=O)N(CC(=O)NCc2ccco2)Cc2ccc(F)cc2)cc1	8.1%
CS(=O)(=O)c1ccc2nc(NC(=O)CN3CCC(Cc4ccccc4)CC3)sc2c1	0.6%
C/C(=N\NC(=O)c1ccc2c(c1)OCO2)c1ccc(NC(=O)CCCC(=O)O)cc1	0.1%[76.3 µM]
CCCCCN1CC(=O)N2C(C)c3[nH]c4ccccc4c3C[C@H]2C1=O (some centres not stated)	-12.8%
Cc1ccc([C@@H]2[C@@H]3C(=O)N(c4ccccc4)C(=O)[C@@H]3[C@]3(C)C(=O)N(CC4CC4)CC(=O)N23)o1	-4.3%[76.3 µM]
COC(=O)c1cc(S(=O)(=O)Nc2cc(OC)cc(OC)c2)cn1C	7.8%[76.3 µM]
CC(=O)Nc1ccc(CCc2nc3ccccc3[nH]2)cc1	0.2%[76.3 µM]
CCCCc1cc(=O)oc2cc(OCC(=O)NCC3CCC(C(=O)O)CC3)ccc12 (configuration not stated)	3.1%[76.3 µM]
COc1ccc(C(=O)O)cc1NC(=S)NC(=O)CSc1ccc(Cl)cc1	-0.7%[76.3 µM]
O=C(NCC1CCCO1)c1nn2c(C(F)(F)F)cc(-c3cccs3)nc2c1Cl (configuration not stated)	-8.4%[76.3 µM]
Cc1cc(=O)n(Cc2ccccc2)c2ccccc12	-0.9%
COc1ccccc1N1C(=O)CC(N2CCN(c3ccc(F)cc3)CC2)C1=O (configuration not stated)	-11.0%[76.3 µM]
CN(CCOc1ccccc1)CC(=O)Nc1cccc(C#N)c1	-3.6%
CCCC(C(=O)NC1CCCC1)N(Cc1ccccc1Cl)C(=O)c1snc(C(N)=O)c1N (configuration not stated)	-10.5%
Cc1ccc(N2CC(C(=O)Nc3c4c(nn3C(C)(C)C)CS(=O)(=O)C4)CC2=O)cc1C (configuration not stated)	-9.6%[76.3 µM]
CCn1cc(C(=O)NC(C)CCc2ccccc2)c(=O)c2cc(S(=O)(=O)N(C)C)ccc21 (configuration not stated)	-3.1%
Cc1ccccc1S(=O)(=O)Cc1ccc(C(=O)N(C)C2CCCCC2)o1	2.5%[76.3 µM]
COc1cc(-c2nnc3n2CCCCC3)cc(OC)c1OC	2.1%
CN=C1S/C(=C\c2ccc(OCC(=O)OC)c(OC)c2)C(=O)N1C	-3.1%[76.3 µM]
COc1cc(/C=N/N(C)C2=NS(=O)(=O)c3ccccc32)cc(OC)c1OC	-2.5%

An excerpt of these results, with bars between the fields.
SMILES | GAA glycogen
COc1ccc(C(=O)O)cc1NC(=S)NC(=O)CSc1ccc(Cl)cc1 | -0.7%[76.3 µM]
O=C(NCC1CCCO1)c1nn2c(C(F)(F)F)cc(-c3cccs3)nc2c1Cl (configuration not stated) | -8.4%[76.3 µM]
Cc1cc(=O)n(Cc2ccccc2)c2ccccc12 | -0.9%
COc1ccccc1N1C(=O)CC(N2CCN(c3ccc(F)cc3)CC2)C1=O (configuration not stated) | -11.0%[76.3 µM]
CN(CCOc1ccccc1)CC(=O)Nc1cccc(C#N)c1 | -3.6%

Next section.
SMILES	GAA glycogen
Nc1nc2c(nc(N3CCCCC3)n2[C@@H]2O[C@H](CO)[C@@H](O)[C@H]2O)c(=O)[nH]1	-3.2%
COc1ccc(CN(C#N)c2nc(C)cc(C)n2)cc1	-7.6%[76.3 µM]
O=[N+]([O-])c1ccc(CSC2=NCCS2)cc1	-23.3%[76.3 µM]
OCC1(Cc2cccc(Cl)c2)CCCN(Cc2ccc(F)c(F)c2)C1 (configuration not stated)	10.7%[76.3 µM]
CCc1ccc(CNC(=O)c2ccc(OC3CCN(C(=O)COC)CC3)cc2)nc1	-3.2%[76.3 µM]
COc1ccc(S(=O)(=O)n2cccc2)c(OC)c1	-3.5%[76.3 µM]
O=C(Oc1cccc(C(=S)N2CCOCC2)c1)c1ccc([N+](=O)[O-])cc1	3.5%
CN1C(=O)C(C)(C)c2cc(S(=O)(=O)N3CCN(c4cccc(Cl)c4)CC3)ccc21	-10.5%[76.3 µM]
COc1ccc(S(=O)(=O)Nc2ccccc2C(=O)NCc2cccnc2)cc1OC	-17.3%
CC(C(=O)Nc1ccc2c(c1)OCCO2)N1Cc2ccccc2C1=O (configuration not stated)	-16.1%[76.3 µM]
COc1ccc(C(=O)NCCc2nnc3ccc(SCC(=O)N4CCCC4)nn23)cc1	-2.7%[76.3 µM]
Cc1ccc(Cl)c(OCCN2CCc3ccccc3C2)c1	2.0%[76.3 µM]
O=C(C(=O)N1CCCCCC1)c1c[nH]c2ccccc12	-3.5%[76.3 µM]
CC(C(=O)NC1CCCC1)N1C(=O)c2cccc3cccc1c23 (configuration not stated)	-4.5%[76.3 µM]
Cn1c(=O)c(=O)n(C)c2cc([N+](=O)[O-])c(N3CCOCC3)cc21	6.0%[76.3 µM]

Shown with values ahead of the structure: five of the compounds above
| GAA glycogen | Compound |
| --- | --- |
| -17.3% | COc1ccc(S(=O)(=O)Nc2ccccc2C(=O)NCc2cccnc2)cc1OC |
| -16.1%[76.3 µM] | CC(C(=O)Nc1ccc2c(c1)OCCO2)N1Cc2ccccc2C1=O (configuration not stated) |
| -2.7%[76.3 µM] | COc1ccc(C(=O)NCCc2nnc3ccc(SCC(=O)N4CCCC4)nn23)cc1 |
| 2.0%[76.3 µM] | Cc1ccc(Cl)c(OCCN2CCc3ccccc3C2)c1 |
| -3.5%[76.3 µM] | O=C(C(=O)N1CCCCCC1)c1c[nH]c2ccccc12 |

(list continues)
SMILES	GAA glycogen
CN1CCCN(S(=O)(=O)c2ccc(O)c(C(=O)O)c2)CC1	3.2%
COc1cc(C)ccc1OCc1cc(C(=O)N2CCN(C3CCCCC3)CC2)no1	-3.7%[76.3 µM]
CCOc1ccc(/C=N/N2C(C)CCCC2C)cc1OC (configuration not stated)	3.2%
O=C1CSC(c2ccc([N+](=O)[O-])cc2)N1Cc1ccccc1 (configuration not stated)	-5.1%[76.3 µM]
OC(CNCc1ccccc1)(c1ccccc1)c1ccccc1	-16.0%
COc1ccccc1NC(=O)CCCNC(=O)Cn1cnc2sc(C)c(C)c2c1=O	-1.3%
CN(C(=O)CSc1nnc(COc2ccccc2)o1)c1ccccc1	-6.2%[76.3 µM]
NC(=O)c1cccc(NC(=O)Nc2ccc(Cl)cc2)c1	-2.4%[76.3 µM]
CCC(C)(C)NC(=O)C(c1ccc(OC)cc1)N(C(=O)CCC(=O)Nc1cc(C)on1)c1ccc(OC)cc1OC (configuration not stated)	4.2%[76.3 µM]
NNC(=O)C1c2ccccc2Oc2ccccc21	1.2%
O=C(Nc1cc(F)ccc1F)C1CCCN1S(=O)(=O)c1cccc2nsnc12 (configuration not stated)	-3.0%[76.3 µM]
COc1cc(/C=C(\NC(=O)c2cc(OC)c(OC)c(OC)c2)C(=O)NC(C(=O)O)c2ccccc2)cc(OC)c1OC (configuration not stated)	1.0%[76.3 µM]
Cc1ccc([N+](=O)[O-])cc1NC(=S)NC(=O)c1c(Cl)cnn1C	4.9%[76.3 µM]
N/C(=N\OC(=O)CCC1CCCC1)c1ccc(Cl)cc1	-8.7%[76.3 µM]
CCN(c1ccc(C)cc1C)S(=O)(=O)c1nnc(NC(=O)C(C)(C)C)s1	1.6%
CC(C)N(Cc1nccn1C)C(=O)c1ccc2oc(CCCc3ccccc3)nc2c1	0.7%[76.3 µM]
CCOC(=O)C1(CCOc2ccccc2)CCN(Cc2cccc(F)c2)CC1	-9.6%[76.3 µM]
COc1cccc(NC(=S)NCc2ccccc2)c1	-14.3%[76.3 µM]
Cc1cc(-c2ccc(C)c(S(=O)(=O)NCCc3ccc(S(N)(=O)=O)cc3)c2)on1	-2.5%[76.3 µM]
Cc1ccc(NC(=O)CSc2nc(C)cc(C)c2C(=O)Nc2cccc(C)c2)cc1	-9.8%[76.3 µM]
CN(c1ccccc1)S(=O)(=O)c1ccc(C(=O)NCCc2ccc(F)cc2)cc1	-15.9%[76.3 µM]
O=C(Nc1ccccc1C(=O)O)c1cccc(NS(=O)(=O)c2ccc(Br)cc2)c1	-14.7%[76.3 µM]
CCOc1ccc(NC(=O)[C@H](Cc2ccccc2)NC(=O)C2CCNCC2)cc1	-26.1%[76.3 µM]
COc1ccc(-c2nc(N)ncc2-c2ccc(OC)c(OC)c2)c(O)c1	-1.6%
Cc1cccc(COc2ccc(/C=N/NC(=O)c3nnn(-c4nonc4N)c3C)cc2)c1	-7.4%[76.3 µM]
Cc1ccc(CNC(=O)C2CCCN(S(=O)(=O)c3ccc(-n4cnnn4)cc3)C2)cc1 (configuration not stated)	6.1%
Cc1ccc(Sc2ncccc2C(=O)NCc2cc([N+](=O)[O-])ccc2O)c(C)c1	-15.1%[76.3 µM]
COC(=O)c1cc(S(=O)(=O)N(C)Cc2ccco2)c[nH]1	-2.1%[76.3 µM]
O=S(=O)(c1cc(F)ccc1F)N1CCN(c2ccccn2)CC1	-1.0%[76.3 µM]
Cc1cccc(NC(=O)c2cc(S(=O)(=O)N3CCc4ccccc43)cn2C)c1C	22.7%[76.3 µM]
O=C(NCc1ccc2c(c1)OCO2)C1CC(=O)N(c2ccc(Cl)cc2)C1 (configuration not stated)	?
Cn1c(N)c(S(=O)(=O)N2CCN(c3ccccc3F)CC2)c(=O)n(C)c1=O	-2.1%[76.3 µM]
Cc1ccc(Cn2cc(S(=O)(=O)c3cccc(Cl)c3)c(=O)c3cc(F)c(N4CCCCC4)cc32)cc1	8.2%[76.3 µM]
COc1ccc(Nc2nc(-c3sc(C)nc3C)cs2)cc1	?
CCn1c(CN2CCC(C)CC2)nc2cc(NC(=O)c3ccccc3[N+](=O)[O-])ccc21	15.4%[76.3 µM]
CCOC(=O)c1c(C)[nH]c(C)c1S(=O)(=O)N(C)CC(=O)Nc1ccccc1F	-7.4%[76.3 µM]
O=C(CN(Cc1ccccc1Cl)C(=O)CNS(=O)(=O)c1ccccc1)NCC1CCCO1 (configuration not stated)	-0.1%[76.3 µM]
COC(=O)C1CCN(Cc2cc(=O)oc3cc(C)c(Cl)cc23)CC1	4.2%
CC(=O)N1CCN(C(=O)c2ccc3oc(CCCc4ccccc4)nc3c2)CC1	1.9%[76.3 µM]
Cc1ccc(C)c(OCc2cc(C(=O)N3CCOCC3)no2)c1	-1.5%[76.3 µM]
CCOC(=O)C1CCN(S(=O)(=O)c2ccc(C)c(C(=O)NC3CCCCC3)c2)CC1	2.3%[76.3 µM]
Cn1cc(C(=O)NCc2ccc(Cl)cc2)c(=O)c2cc(S(=O)(=O)N3CCOCC3)ccc21	1.1%[76.3 µM]
CCCCC(NC(=O)CCc1c(C)c2cc3c4c(oc3c(C)c2oc1=O)CCCC4)C(=O)O (configuration not stated)	-0.8%
CNC(=O)C(=O)NCC1OCCCN1S(=O)(=O)c1ccc2c(c1)OCCO2 (configuration not stated)	-12.7%[76.3 µM]
CCN(c1ccccc1)c1nnc(NC(=O)Nc2cccc(C(F)(F)F)c2)s1	?
CCc1ccc(C(=O)c2cc3ccc(O)cc3oc2=O)cc1	-2.0%
Oc1ccc(-c2[nH]ncc2-c2ccc(Br)cc2)c(O)c1	3.1%
COc1cc(C(=O)/C=C/c2cccnc2)ccc1O	5.8%
CC(C)(C)c1ccc(C2SCC(=O)N2c2cccc(C(=O)O)c2)cc1 (configuration not stated)	4.4%
COc1ccccc1OCc1nnc(SCC(=O)Nc2ccc(N3CCOCC3)cc2)n1C	-3.8%

Screening results as filed in PubChem BioAssay.

Only part of the results is shown; the hit share may differ from the screen's.
